Source: PubChem BioAssay
ALDH1A1 block: inhibitors of human aldehyde dehydrogenase 1A1; P00352; Purified ALDH1A1, NADH fluorescence, propionaldehyde substrate; Potency, µM (titrated, usually from 75.3 µM), inactives show at the top dose activity, negative = inhibition, hits mostly inhibitors; actives 7.3% (n = 220,000); AID 1030; active = well fitted inhibition curve with a large enough effect, not every such curve was filed as active; inconclusive = small, poorly fitted or top-dose-only effect, or another doubt; inactive = no such curve, though single readings can be large or run the other way;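 note: plate controls were no enzyme wells and a reference inhibitor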
SMN2 splice up: increases expression of the SMN2 splice variant; HEK293 SMN2-luciferase splicing reporter, luminescence, 30-36 h; Potency, µM (titrated, usually from 46.1 µM), for inactives: at the highest dose activity change, positive = activation, usual class: activators; actives 2.8% (n = 210,000); note: % of control where 0% means no effect; nearly all actives have a fitted effect of over 55% in size
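qHTS luciferase splicing reporter: luminescence rises when SMN2 exon 7 is included in transfected HEK293 cells. Compound exposure lasted 30-36 h at 37C, with 4.5 mM final sodium butyrate as control, followed by a ONE-Glo read.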
JMJD2E inh: JMJD2E (human) inhibition; B2RXH2; JMJD2E catalytic domain, FDH-coupled NADH fluorescence (FDH is formaldehyde dehydrogenase); Potency, µM (top dose mostly 57.1 µM), without a hit: at the top dose activity change, negative = inhibition, usual class: inhibitors; actives 1.6% (n = 230,000); AID 2147; active = well fitted inhibition curve with a large enough effect, not every such curve was filed as active; inconclusive = small, poorly fitted or top-dose-only effect, or another doubt; inactive = no such curve, though single readings can be large or run the other way;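 note: 0% = wells with enzyme and -100% = buffer wells without enzyme; nearly all actives have a fitted effect of over 50% in size; many of its hits are not listed in these tables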
Target sequence (B2RXH2 1-337 limits assumed): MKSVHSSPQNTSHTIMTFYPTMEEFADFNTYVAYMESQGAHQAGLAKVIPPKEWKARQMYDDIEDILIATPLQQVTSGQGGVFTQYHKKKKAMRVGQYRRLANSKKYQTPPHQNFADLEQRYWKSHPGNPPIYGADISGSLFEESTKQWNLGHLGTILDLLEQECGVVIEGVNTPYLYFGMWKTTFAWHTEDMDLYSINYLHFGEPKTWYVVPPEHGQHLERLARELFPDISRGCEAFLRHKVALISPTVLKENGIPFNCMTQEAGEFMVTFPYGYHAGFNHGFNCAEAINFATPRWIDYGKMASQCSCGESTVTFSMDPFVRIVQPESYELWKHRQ
GAA inhib: alpha-glucosidase (human) inhibition; actives 0.005% (n = 200,000); Potency, µM (doses to about 76.9 µM), inactives show at the highest dose activity change, negative = inhibition, hits mostly inhibitors; P10253; AID 1466; purified human GAA, 4-MU-alpha-glucoside fluorescence;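 note: plate controls were uninhibited enzyme wells for no effect and no-enzyme background for full effect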
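Human alpha-glucosidase, 4 nM, pre-mixed with test compounds before 400 uM 4-methylumbelliferyl substrate; 20 min room temperature at pH 5.0. Fluorescence read after pH 10 stop; AC50 values from Hill-equation fits.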
GoLoco inh red: blocks human Gai1 binding to RGS12 GoLoco peptide, red readout; P63096; Gai1:RGS12 GoLoco peptide FP, rhodamine, 10 min; Potency, µM (series often up to 61.6 µM), for the others: top-dose activity, negative = inhibition, actives largely listed as inhibitors; actives 0.44% (n = 230,000); active = well fitted inhibition curve with a large enough effect, not every such curve was filed as active; inactive = no such curve, though single readings can be large or run the other way; note: % is set by controls: 0 for no effect and ±100 for the full control effect; nearly all actives have a fitted effect of over 30% in size; many of its hits are not listed in these tables
Target sequence (P63096 whole entry, looked up): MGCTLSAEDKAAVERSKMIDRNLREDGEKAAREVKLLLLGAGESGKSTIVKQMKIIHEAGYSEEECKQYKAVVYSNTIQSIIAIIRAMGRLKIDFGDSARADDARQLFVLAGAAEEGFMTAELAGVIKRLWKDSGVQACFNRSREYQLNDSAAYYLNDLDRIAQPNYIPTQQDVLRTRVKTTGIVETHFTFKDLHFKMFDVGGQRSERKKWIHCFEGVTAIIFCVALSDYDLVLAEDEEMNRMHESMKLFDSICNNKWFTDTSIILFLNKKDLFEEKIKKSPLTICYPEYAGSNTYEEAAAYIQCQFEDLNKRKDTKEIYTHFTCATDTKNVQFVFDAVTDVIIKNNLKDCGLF
aGlu spleen mod: inhibitors or activators of human alpha-glucosidase in spleen homogenate | actives 0.006% (n = 240,000) | Potency, µM (top dose mostly 79.9 µM), for inactives: at the top dose activity change, negative = inhibition, usual class: inhibitors | human spleen homogenate, 4-MU-alpha-glucoside fluorescence | AID 2112;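 note: 0% = enzyme with vehicle and -100% = no enzyme basal signal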
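Human spleen homogenate (1 ug) with 4-methylumbelliferyl-alpha-D-glucopyranoside (1 mM final) in 50 mM citrate/phosphate pH 5.0, 0.01% Tween-20; 40 min at 37 C. Stopped at pH 10; 4-MU fluorescence Ex 365/Em 440 nm; AC50 by Hill fit.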
GAA glycogen: alters human alpha-glucosidase cleavage of glycogen; Potency, µM (top dose mostly 76.4 µM), for inactives: top-dose activity change, negative = inhibition, most hits filed as inhibitors; recombinant GAA, glycogen substrate, Amplex Red glucose oxidase fluorescence; actives 0.38% (n = 300,000); AID 2100;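 note: 0% = full enzyme reaction and -100% = no-enzyme basal signal; the screen sought inhibitors and activators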
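Recombinant human alpha-glucosidase (4 nM final) hydrolysed bovine liver glycogen (30 ug) for 40 min at 37 C in pH 5.0 citrate/phosphate with 0.01% Tween-20. Released glucose detected by glucose oxidase/Amplex Red, Ex 573/Em 610 nm. Compounds up to 77 uM; AC50 from Hill fits.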
GLA spleen mod: inhibitors or activators of human alpha-galactosidase in spleen homogenate; Potency, µM (series often up to 80 µM), for the others: at the highest dose activity change, negative = inhibition, hits mostly inhibitors; P06280; actives 0.008% (n = 240,000); human spleen homogenate, 4MU-alpha-Gal fluorescence, 40 min;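 note: 0% = enzyme with vehicle and -100% = no enzyme basal signal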
Target sequence (P06280 32-429 limits assumed): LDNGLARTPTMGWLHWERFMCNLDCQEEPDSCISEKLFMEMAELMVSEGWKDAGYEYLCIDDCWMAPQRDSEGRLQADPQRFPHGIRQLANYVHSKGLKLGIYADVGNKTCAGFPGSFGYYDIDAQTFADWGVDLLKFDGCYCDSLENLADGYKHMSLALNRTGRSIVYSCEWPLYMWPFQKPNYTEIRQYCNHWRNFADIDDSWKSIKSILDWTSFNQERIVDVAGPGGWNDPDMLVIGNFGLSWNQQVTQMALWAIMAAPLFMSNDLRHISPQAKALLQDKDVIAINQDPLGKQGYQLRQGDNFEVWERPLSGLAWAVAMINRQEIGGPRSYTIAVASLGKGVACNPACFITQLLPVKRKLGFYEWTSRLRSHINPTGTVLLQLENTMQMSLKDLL
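Fluorogenic readout (Ex 365/Em 440 nm) of 4-methylumbelliferone released from 1 mM 4-MU-alpha-galactoside by spleen homogenate, 40 min at 37C, pH 5.0. Data normalized to no-enzyme and enzyme controls; Hill-equation AC50 from compound titrations.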
The depositor's hits bear a star; u = inconclusive; x = not tested or not shown; [ ] = another dose, or the depositor's remark. Unless noted, calls come from the whole dose curve; as a rule, active = well fitted curve in the direction sought with a large enough effect; inconclusive = small, poorly fitted or top-dose-only effect, or another doubt; inactive = no such curve, though single readings can be large; an effect the other way counts as inactive or inconclusive. Potency is the fitted concentration of half-maximal effect. The list is partial (hit frequency here may not be typical).

# | smiles | ALDH1A1 block | SMN2 splice up | JMJD2E inh | GAA inhib
1 | COc1ccccc1CN1C[C@@H]2C[C@@H](c3ccc4nsnc4c3)N3CCC[C@@]23C1=O | -9% | x | -11% | x
2 | COc1ccc(CN(Cc2ccccn2)S(=O)(=O)c2ccc(-n3cnnn3)cc2)cc1 | -12% | -7% | -12% | -2%[15.4 µM]
3 | O=[N+]([O-])c1cc(Cl)c(Cl)c(Cl)c1Cl | 4% | -3% | x | x
4 | COc1ccc(Cl)cc1N1C(=O)C2CCCN2C1c1ccc(F)c(F)c1 (stereo not given) | -1% | 7% | 11% | -7%[15.4 µM]
5 | Cn1nc(C(F)(F)F)c(C(=O)Nc2cccc(C(F)(F)F)c2)c1SCc1ccc(Cl)cc1 | 5% | -22% | -7% | 5%
6 | CCC(=O)N/N=C/c1ccc(-c2ccc(Cl)cc2)o1 | u | x | u | 5%
7 | O=C(NCC1COc2ccccc2O1)c1ccc(NC(=O)c2ccco2)cc1 (stereo not given) | 3% | 23% | -4% | 0%
8 | Cn1c(-c2cccs2)[n+](C)c2ccccc21 | u | -11% | u | -5%

# | GoLoco inh red | aGlu spleen mod | GAA glycogen | GLA spleen mod
1 | -2% | 4% | 1% | 6%
2 | -6% | -6% | 2% | -11%
3 | 7% | -4% | x | 0%
4 | 5% | -1% | 3% | 1%
5 | -8% | -11% | -15% | -5%
6 | -5% | 2% | -8% | 6%
7 | 7% | -5% | -3% | -3%
8 | 5% | x | 14% | -1%

# | smiles | ALDH1A1 block | SMN2 splice up | JMJD2E inh | GAA inhib
9 | Cc1ccc(CC(NC(=O)c2ccccc2)C(=O)NC(C)C(=O)O)cc1 (stereo not given) | 6% | 1% | 8% | 0%
10 | Cc1cc(=O)oc2cc(OCCSCCN3CCCC3)ccc12 | u | x | u | -4%
11 | O=C1c2ccc(Oc3ccc4c(c3)C(=O)N(CCCO)C4=O)cc2C(=O)N1CCCO | u | 19% | u | 9%
12 | O=C(CNC(=O)c1cccs1)OCC(=O)c1ccccc1Cl | 1% | 1% | -7% | 10%
13 | COc1ccc(C(c2sc3nc(C)nn3c2O)N2CCC(C(N)=O)CC2)cc1OC (stereo not given) | 4% | 1% | 5% | 3%
14 | C(=N\N1CCN(c2ccccc2)CC1)/c1ccccc1 | 3% | u | 8% | 1%
15 | CCCCn1c(=N)n(CC(=O)c2ccc(Br)s2)c2ccccc21 | x | x | -5% | x
16 | CCN(CC(=O)NC(C)C)Cc1nc2c(Br)cc(Br)cc2c(=O)[nH]1 | 3% | x | 1% | -7%

# | GoLoco inh red | aGlu spleen mod | GAA glycogen | GLA spleen mod
9 | 5% | -3% | -14% | 5%
10 | 7% | 4% | 6% | 10%
11 | -11% | 10% | 11% | 13%
12 | 5% | 11% | 0% | 3%
13 | 9% | 1% | -11% | 0%
14 | 9% | -19% | u | 1%
15 | 5% | -3% | 4% | -6%
16 | 27% | 7% | -1% | -3%

# | smiles | ALDH1A1 block | SMN2 splice up | JMJD2E inh | GAA inhib
17 | CCCCCCCC1CC(CSc2ncn[nH]2)OC1=O (stereo not given) | 3% | 6% | 9% | -18%
18 | CCC(C)(C)NC(=O)C(c1ccccc1F)N(C(=O)c1ccn[nH]1)c1ccccc1 (stereo not given) | -7% | -11% | 7% | 2%
19 | CCC(CC)NC(=O)COC(=O)CCC(=O)c1ccc(Cl)cc1 | -9% | -3% | 0% | -1%
20 | CC1=C(C(=O)OCc2ccccc2)C(C2CC2)NC(=O)N1CCCCCC(=O)O (stereo not given) | u | -32%[inhibitor] | u | x
21 | O=C(CCl)Nc1ccccc1Sc1ccccc1 | 4µM* | -10% | -1% | 2%
22 | O=C(CSc1nc2c(cnn2-c2ccccc2)c(=O)[nH]1)N1CCCCC1 | x | x | 9% | x
23 | O=C(CNC(=O)/C(=C\c1ccc(F)cc1)NC(=O)c1ccccc1)OCc1ccccc1 | 10% | -15% | 9% | 3%
24 | CCOC(=O)N1CCN(C(=O)CN(c2ccc(Oc3ccccc3)cc2)S(C)(=O)=O)CC1 | -8% | -13% | 12% | -5%

# | GoLoco inh red | aGlu spleen mod | GAA glycogen | GLA spleen mod
17 | 9% | 3% | -3% | 4%
18 | 8% | -1% | 2% | -4%
19 | 13% | 2% | 6% | 1%
20 | 1% | 6% | x | -2%
21 | -7% | -2% | 2% | 2%
22 | 3% | -1% | 3% | 2%
23 | 4% | -4% | -3% | 1%
24 | -4% | -8% | 7% | -6%

# | smiles | ALDH1A1 block | SMN2 splice up | JMJD2E inh | GAA inhib
25 | NC(=O)c1nnn(-c2ccccc2)c1N | 2% | 6% | 1% | 12%
26 | COc1ccc(CCNC(=O)CSc2nnc(CNc3ccc(Cl)cc3)o2)cc1OC | -8% | -13% | 0% | 1%
27 | CC1(C)Oc2ccc(NC(=O)C3COc4ccccc4O3)cc2O1 (stereo not given) | 0.035µM* | -23% | -4% | -5%
28 | N#Cc1c(Nc2cccc(F)c2)sc2c(O)cc(=O)[nH]c12 | 10% | -4% | -23% | -4%
29 | O=C(C1CCCO1)N1CCN(C(c2ccccc2)c2ccccc2)CC1 (stereo not given) | -2% | 15% | -1% | -4%
30 | CN(C(=O)CSc1nnc(C(F)(F)F)n1N)C1CCS(=O)(=O)C1 (stereo not given) | x | x | 3% | x
31 | Cn1nc(-c2ccccc2)c(-c2nc(-c3cccc(C(F)(F)F)c3)no2)c1Cl | 2% | -10% | 5% | -3%
32 | O=C(N/N=C/c1ccco1)c1ccncc1 | 2% | -9% | -6% | -8%

# | GoLoco inh red | aGlu spleen mod | GAA glycogen | GLA spleen mod
25 | -5% | -18% | -8% | -3%
26 | 0% | 4% | 1% | 4%
27 | 18% | -5% | -1% | 0%
28 | 54%[activator] | 10% | u | 6%
29 | 3% | -12% | 3% | -4%
30 | -4% | 0% | 4% | 2%
31 | -6% | -7% | -2% | -1%
32 | -1% | -6% | -6% | -13%

# | smiles | ALDH1A1 block | SMN2 splice up | JMJD2E inh | GAA inhib
33 | Cc1cnc(C(=O)Nc2nnc(C3CC3)s2)cn1 | -7% | 21% | -3% | -4%
34 | COc1ccc(OCC(O)CNC(=O)Nc2ccc(C(C)(C)C)cc2)cc1 (stereo not given) | 3% | x | 15% | 4%[15.4 µM]
35 | CCc1ccc(NC(=O)C(C)n2nc(C)c([N+](=O)[O-])c2C)cc1 (stereo not given) | 1% | -2% | -1% | -6%
36 | Cc1ccc(-c2nnn(CC(=O)Nc3nnc(C(C)C)s3)n2)cc1 | -7% | x | -13% | -2%
37 | COc1ccc(/C=C/c2nc(N)nc(-c3ccccc3O)n2)cc1OC | 3% | 14% | -19% | u
38 | N=c1sccn1CC(=O)Nc1cccc(Oc2ccccc2)c1 | u | -44%[inhibitor] | -4% | -3%
39 | O=C(CSc1ncnc2ccccc12)Nc1cccc(S(=O)(=O)N2CCOCC2)c1 | 0% | -15% | -12% | -3%
40 | Cc1ccc2nc(-c3sc4nc(C)cc(C)c4c3N)[nH]c2c1 | u | 2.5µM* | u | u

# | GoLoco inh red | aGlu spleen mod | GAA glycogen | GLA spleen mod
33 | 7% | -6% | 20% | 4%
34 | 5% | -1% | 2% | 1%
35 | 1% | -12% | -8% | -4%
36 | 12% | 2% | 9% | -1%
37 | 6% | -7% | 16% | 0%
38 | 8% | -6% | 7% | -8%
39 | 6% | -4% | -6% | 3%
40 | -2% | 10% | -7% | u

# | smiles | ALDH1A1 block | SMN2 splice up | JMJD2E inh | GAA inhib
41 | O=C(C1c2ccccc2C(=O)N2CCc3ccccc3C12)N1CCN(Cc2ccccc2)CC1 (stereo not given) | u | x | u | -13%
42 | Cc1ccc(/C=C2/NC(=O)N(Cc3ccccc3F)C2=O)o1 | 16µM* | 4% | -23% | -5%
43 | Cc1nc(=O)c(-c2ccccc2)c(C)n1CCO | -1% | -7% | -12% | 7%
44 | COc1ccc(NC(=O)CCC(=O)OCc2ccc(C(=O)Oc3ccc(Cl)cc3)cc2)cc1 | -1% | -8% | -3% | -1%
45 | CCOC(=O)C1Cn2c(nc3c(c2=O)C(C)(CC)Cc2ccccc2-3)S1 (stereo not given) | u | 1% | u | u
46 | O=C(OCC(=O)c1cccs1)c1ccccc1 | 13µM* | -6% | 5% | -4%
47 | CC#CCN1c2ccccc2[C@]23C[C@@H](C(=O)OC)N(S(=O)(=O)CCCC)C2=NC(C(=O)OC)=C(C(=O)OC)[C@H]13 | 3%[13.5 µM] | -8%[9.22 µM] | 11%[11.4 µM] | x
48 | Cc1cn2c(=O)c3ccccc3nc2n2c(=O)c3ccccc3nc12 | 8% | -2% | -2% | x

# | GoLoco inh red | aGlu spleen mod | GAA glycogen | GLA spleen mod
41 | x | -2% | 3% | 5%
42 | -15% | 2% | -16% | 2%
43 | 4% | -18% | 7% | 4%
44 | -4% | -30% | -3% | 10%
45 | 0% | -6% | -10% | 19%
46 | -5% | -2% | -2% | 0%
47 | -9%[14.2 µM] | 6%[17.4 µM] | x | 11%[17.5 µM]
48 | 4% | -9% | x | 5%

# | smiles | ALDH1A1 block | SMN2 splice up | JMJD2E inh | GAA inhib
49 | CN(C)N1C(N)=C(C#N)C(c2ccsc2)C2=C1CCCC2=O (stereo not given) | -3% | -1% | -4% | 0%
50 | O=C(CN1CCCCC1)N1CCCc2ccccc21 | -13% | -10% | -30% | -14%
51 | COC(=O)c1ccccc1NC(=O)c1c(O)c2c([nH]c1=O)CCCC2 | -12% | 9% | u | 3%
52 | O=C(Nc1nnc(-c2ccncc2)o1)c1ccccc1F | u | -24% | u | 0%
53 | CCOC(=O)Cn1c(-c2cccnc2Cl)nc2cc(Cl)c(Cl)cc21 | 3% | -1% | -17% | 2%
54 | Cc1cccc(C)c1NC(=S)Nc1ccc(F)cc1 | 3% | -5% | 6% | 3%
55 | Cn1c(=O)c(Sc2ccccc2)c(O)c2ccccc21 | 25µM* | x | u | 0%

# | GoLoco inh red | aGlu spleen mod | GAA glycogen | GLA spleen mod
49 | -5% | 5% | 0% | 7%
50 | -2% | 3% | 5% | 3%
51 | 3% | u | 7% | -17%
52 | -7% | x | -1% | -5%
53 | 7% | 1% | 4% | 5%
54 | 9% | -5% | -8% | -9%
55 | 5% | -14% | 10% | 1%
